Shiga toxin inh – A qHTS for Small Molecule Inhibitors of Shiga Toxin; Vero cells, Shiga toxin protein synthesis inhibition reporter; inhibition, % at 38.7 µM; 290,000 compounds, 9.2% hits; AID 2315, 2010; in the data active = inhibition mostly above about 28%, no sharp cut-off; inactive = mostly below about 43%; note: 0% is about no effect
FBPA Giardia inh – qHTS Assay for Inhibitors of Fructose-1,6-bisphosphate Aldolase from Giardia Lamblia. 290,000 compounds, 0.71% hits. A8B2U2. AID 2451, 2010. purified Giardia FBPA. Potency, µM (doses to about 59.6 µM), without a hit: at the top dose activity, negative = inhibition, actives largely listed as inhibitors; note: potency is the fitted concentration of half-maximal effect; % is set by controls: 0 for no effect and ±100 for the full control effect; nearly all actives have a fitted effect of over 55% in size
Target sequence (A8B2U2 whole entry, looked up): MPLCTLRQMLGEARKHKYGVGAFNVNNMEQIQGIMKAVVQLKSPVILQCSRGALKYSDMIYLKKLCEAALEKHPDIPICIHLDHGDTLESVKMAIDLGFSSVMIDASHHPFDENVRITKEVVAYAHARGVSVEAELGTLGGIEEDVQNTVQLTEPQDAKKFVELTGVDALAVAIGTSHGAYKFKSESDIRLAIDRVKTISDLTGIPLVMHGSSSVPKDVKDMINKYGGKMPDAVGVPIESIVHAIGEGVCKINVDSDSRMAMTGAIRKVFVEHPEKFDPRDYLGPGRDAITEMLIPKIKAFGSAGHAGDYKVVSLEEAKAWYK
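Giardia FBPA (40 nM reagent) was preincubated 10 min at RT with compound (up to 57.5 uM final), then substrate plus GAPDH/TPI/NAD/arsenate coupling system with diaphorase/resazurin was added; resorufin fluorescence (525/598 nm) was read after 20 min.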
HCV inhibitor – qHTS Assay for Inhibitors of Hepatitis C Virus (HCV). 340,000 compounds, 3.4% hits. Potency, µM (doses to about 41.8 µM), inactives show at the highest dose activity change, negative = inhibition, actives largely listed as inhibitors. Huh7.5.1 HCVcc-Cre infection, luciferase reporter, 44 h; note: potency is the fitted concentration of half-maximal effect; % is set by controls: 0 for no effect and ±100 for the full control effect
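1,000 cells/well; 4 h culture; + compound; + HCVcc-Cre (~0.5 moi); 44 h; luciferase substrate, RT 15 min; read 15 sec.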
Pf growth 96h – Primary qHTS for delayed death inhibitors of the malarial parasite plastid, 96 hour incubation | P. falciparum luciferase reporter growth, 96 h | Potency, µM (titrated, usually from 28.7 µM), inactives show at the highest dose activity change, negative = inhibition, most hits filed as inhibitors | 320,000 compounds, 6.9% hits; note: potency is the fitted concentration of half-maximal effect; % is set by controls: 0 for no effect and ±100 for the full control effect
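Cell-based qHTS: luciferase-tagged P. falciparum in erythrocytes (2% hematocrit, 0.05% parasitemia final) incubated with compounds for 96 hours, 37 C, 5% CO2; luciferase detection reagent then added and luminescence measured.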
Pf growth 48h – Primary qHTS for delayed death inhibitors of the malarial parasite plastid, 48 hour incubation; P. falciparum luciferase growth in erythrocytes, 48 h; Potency, µM (highest dose often 28.7 µM), for inactives: top-dose activity change, negative = inhibition, most hits filed as inhibitors; 310,000 compounds, 5.9% hits; AID 504832, 2011; note: potency is the fitted concentration of half-maximal effect; % is set by controls: 0 for no effect and ±100 for the full control effect
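Read-out is firefly luciferase luminescence from an integrated reporter in P. falciparum, so falling signal marks reduced parasite growth. Infected erythrocytes were at 2% hematocrit and 0.1% parasitemia (final) in Albumax-supplemented RPMI 1640.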
CHX counter – Cycloheximide Counterscreen for Small Molecule Inhibitors of Shiga Toxin | max response, % | cell reporter, cycloheximide protein synthesis inhibition counterscreen | 300,000 compounds, 12% hits; in the data active = max response mostly above about 13%, no sharp cut-off; inactive = mostly below about 14%; note: read at 38.3 µM for the half of the compounds with a filed dose; 0% is about no effect
An asterisk follows results filed as active; i = inactive; ? = inconclusive; nt = not tested or not shown; [ ] = another dose, or the depositor's remark. Unless noted, calls come from the whole dose curve; as a rule, active = well fitted curve in the direction sought with a large enough effect; inconclusive = small, poorly fitted or top-dose-only effect, or another doubt; inactive = no such curve, though single readings can be large; an effect the other way counts as inactive or inconclusive.

Every second line gives: CHX counter | Shiga toxin inh | Pf growth 48h | HCV inhibitor | Pf growth 96h | FBPA Giardia inh
CN1CC(=O)N(CC(=O)Nc2ccc(Br)cc2F)C1=O
    0 | -6 | 111%[activator] | -6% | 16% | 2%
O=C(c1cnccn1)N(c1ccccc1)C1(C(=O)NC2CCCCC2)CCCCC1
    -10 | -33 | ? | 8% | 8% | 4%
CCOc1ccc(-c2c(C#N)c(N)nc3sc(C(=O)c4ccccc4)c(N)c23)cc1
    -7 | -4 | -7% | -5% | ? | -5%
Cc1cccc(N2CN(Cc3cccnc3)CNC2=S)c1
    4 | -4 | 16% | 13% | 0% | 0%
Cc1cc(NC(=O)/C=C/c2ccccc2)no1
    41* | 63* | nt | -7% | -18% | -4%
CCOC(=O)c1ccccc1NC(=O)c1cn(CC)c2nc(C)ccc2c1=O
    40* | 64* | 266%[activator] | ? | -5% | 9%
COc1cccc(NC(=S)N(CCCN2CCN(C)CC2)Cc2ccco2)c1
    -2 | -9 | 3% | -4% | 5% | 1%
COc1ccc(CNC(=O)Cn2nc(-c3ccc4c(c3)OCCO4)ccc2=O)cc1
    3 | -8 | 3% | 6% | nt | 8%
COc1cc(C(CC(=O)Nc2cccc(C)n2)N2Cc3ccccc3C2=O)cc(OC)c1OC (stereo not drawn)
    -1 | 3 | 0% | -3% | 9% | -5%
C=CCn1c(C(C)NC(=O)c2cccs2)n[nH]c1=S (stereo not drawn)
    0 | 12 | 10% | 21% | 12% | -28%
CCN(CC)C(=S)NC(=O)C12CC3CC(CC(C3)C1)C2
    -2 | -3 | -24% | 12% | 84% | -4%
CC(C)(C)Cc1nnc(NS(=O)(=O)c2ccc([N+](=O)[O-])cc2)s1
    7 | 4 | ? | -1% | -39% | ?
COc1ccc(C(=O)n2nc(C)c(Br)c2C)cc1OC
    -3 | 2 | 44%[activator] | -7% | -23% | 8%
COc1ccc(CCNC(=O)/C=C\c2ccccc2)cc1OC
    -1 | -9 | ? | -5% | 63%[activator] | 4%
O=C1c2ccccc2C(=O)N1CCc1ccccn1
    16* | 13 | 32%[activator] | -10% | 9% | -3%
CC(C)Cc1nc(N2CCOCC2)c(C#N)c2c1CCC2
    -3 | 10 | 16% | -28% | 4% | 6%
CCOC(=O)c1c(C)noc1-c1ccco1
    -2 | -1 | 10% | 7% | 19% | 2%
CCn1c(CC(=O)Nc2ccccc2)nnc1SCC(=O)NC1CCCC1
    -7 | -7 | 1% | 10% | ? | -2%
CS(=O)(=O)N1CCC(Oc2ccccc2C(=O)NC(C2CC2)C2CC2)CC1
    16 | 45* | -5% | 5% | 26% | 4%
COc1ccc(NC(=O)COC(=O)c2c3c(nc4ccccc24)CCCC3)cc1Cl
    11 | 20 | 12µM* | 4.5µM* | nt | 5%
COc1ccc(NC(=O)NCC(C)CSc2ccc(C)cc2)c(OC)c1 (stereo not drawn)
    1 | -4 | -32% | ? | ? | -4%
COc1ccc2c(CC(=O)O)cc(=O)oc2c1
    -2 | 2 | 17% | 5% | 14% | 2%
COC(=O)c1ccc(S(=O)(=O)N2CCOCC2)o1
    -2 | -12 | ? | 14% | ? | nt
COc1ccc(-c2cc(C(=O)N3CCCc4ccccc43)no2)cc1OC
    18 | -16 | ? | ? | 33%[activator] | 17%
FC(F)Oc1ccc(NC(=S)NCCc2ccccn2)cc1
    29* | 45 | -10% | 3% | -20% | -2%
CCc1ccc(CNC(=O)CC2C(=O)NCCN2Cc2ccccc2F)nc1 (stereo not drawn)
    -1 | -3 | ? | 13% | ? | -4%
COc1ccc(C(C)NC(=O)c2ccncc2)cc1OC (stereo not drawn)
    -1 | -13 | -4% | 9% | ? | -4%
COC(=O)C(Cc1ccccc1)P(=O)(c1ccccc1)c1ccccc1 (stereo not drawn)
    -3 | -12 | -14% | -14% | ? | 5%
Cc1cccc(NC(=O)C2CC(=O)n3cnnc3S2)c1 (stereo not drawn)
    -2 | 31 | -29% | 1% | nt | ?
CCOC(=O)C1=C(C)NC(=O)CC1c1cc(OC)c(OC)cc1Br (stereo not drawn)
    -6 | -5 | 0.47µM* | 9% | ? | 2%
Cc1cc(=O)c2cc(C(=O)c3ccccc3)ccc2[nH]1
    9.4* | 38 | 13µM* | -22% | ? | -4%
CCN(CC)CCN=Cc1c(O)n(CCc2ccccc2)c(=O)[nH]c1=O
    -2 | -10 | -12% | 18% | 29% | 0%
Cc1nc(CC(=O)c2ccc(O)c(C)c2O)cs1
    9.7* | 47* | 2% | 10% | -6% | 5%
COC(=O)C1=C(C)Nc2nc(-c3ccccc3)nn2C1c1ccc(C)o1 (stereo not drawn)
    1 | -7 | nt | -19% | 35%[activator] | 0%
COc1cc(NS(=O)(=O)c2ccc(NC(C)=O)cc2)cc(OC)c1
    -5 | -17 | -2% | ? | nt | -1%
CCC(C)(C)n1nnnc1C(c1ccc2ncccc2c1)N1CCCC(C)C1 (stereo not drawn)
    0 | 2 | ? | -8% | 10µM* | 9%
C=CCn1c(C)cc(C(=O)CSc2nnc3c(Cl)cc(Cl)cn23)c1C
    13 | 1 | nt | -9% | ? | -2%
O=C1CN(c2ccccc2Cl)C(=O)CN1c1ccccc1Cl
    -4 | -27 | 0% | 4% | nt | -2%
Cc1ccc(N2CC(C(=O)Nc3cccnc3)CC2=O)cc1 (stereo not drawn)
    6 | -16 | 16% | ? | ? | 5%
CCCCc1ccc(/C(C)=N/Nc2cc(N3CCOCC3)nc(C)n2)cc1
    -2 | nt | ? | ? | 1% | -7%
Cc1nc2c(C#N)c[nH]n2c(=O)c1CCO
    3 | 24 | 12% | 8% | 36%[activator] | -14%
COc1ccc(C)cc1S(=O)(=O)Nc1ccc2c(c1)OCO2
    -3 | 16 | 0% | 19% | -11% | -5%
Cc1ccc(C(=O)N2c3ccc(F)cc3CCC2C)o1 (stereo not drawn)
    -1 | -5 | ? | -5% | ? | -5%
CCOc1ccc2[nH]c3nc(SCC(=O)NC4CC4)nnc3c2c1
    0 | -8 | 0% | 4% | -2% | -14%
O=C(CSc1ccc2nnc(-c3cccnc3)n2n1)Nc1ccc(F)cc1
    9 | 0 | 22% | 6% | ? | nt
CN(C)c1ccc(C=C2C(=O)NC(=S)NC2=O)cc1[N+](=O)[O-]
    -1 | -4 | 1% | 3% | 1% | ?
CCNc1c([N+](=O)[O-])c(=O)n(CC)c2ccccc12
    -3 | 1 | -1% | 4% | 10% | 5%
CCOCCn1c(SCC)nc2c1c(=O)[nH]c(=O)n2C
    9 | -5 | -21% | 9% | ? | 2%
CC(C)NCCOCCSc1ccc(Cl)cc1
    -3 | -7 | -7% | -26% | ? | -21%
COc1cc(Cl)c(C)cc1NC(=O)CSc1nc2ccccc2o1
    -3 | 5 | 4% | ? | 10µM* | 9%
COc1cccc(OC)c1C(=O)Nc1nnc(-c2cccs2)s1
    2 | 1 | 0% | 21% | -30% | -1%
Nc1nc(NCCCN2CCOCC2)nc(Nc2ccccc2)c1[N+](=O)[O-]
    -3 | -25 | -1% | -10% | -21% | 6%
N#C/C(=C\c1c(Oc2ccccc2F)nc2ccccn2c1=O)C(=O)NC1CCS(=O)(=O)C1 (stereo not drawn)
    -1 | 3 | ? | 10% | 9.3µM* | 7%
COc1ccc(NC(=O)c2sc3nc(N4CCCC4)c4c(c3c2N)CC(C)(C)OC4)c(OC)c1
    -3 | -4 | ? | ? | -5% | 5%
CC(C)c1nc(N2CCN(C(=O)c3ccco3)CC2)c(C#N)c2c1COC(C)(C)C2
    -2 | 6 | ? | ? | ? | -14%
CC(C)CCn1c(SCC(N)=O)nc2c1c(=O)n(C)c(=O)n2C
    -8 | -14 | nt | 3% | ? | 1%
CNCC(O)Cn1c2c(c3ccccc31)CCCC2 (stereo not drawn)
    0 | -6 | 10µM* | 10µM* | 11% | 2%
O=C(O)COCC(=O)Nc1ccc(Oc2ncnc3cc(Cl)ccc23)nc1
    -3 | 42 | 30% | 6% | 38%[activator] | 6%
CCn1cc2nc(SCC(=O)Nc3ccc(OC)cc3OC)n(Cc3ccc(OC)cc3)c(=O)c2n1
    -1 | -15 | ? | ? | 29% | 3%
CC1CCCCN1C(=O)Cc1ccc(Cl)cc1 (stereo not drawn)
    14* | 19 | 23% | -23% | -16% | 2%

Structures from the list above that have two or more sulfur atoms (three):
Every second line gives: CHX counter | Shiga toxin inh | Pf growth 48h | HCV inhibitor | Pf growth 96h | FBPA Giardia inh
C=CCn1c(C(C)NC(=O)c2cccs2)n[nH]c1=S (stereo not drawn)
    0 | 12 | 10% | 21% | 12% | -28%
CC(C)(C)Cc1nnc(NS(=O)(=O)c2ccc([N+](=O)[O-])cc2)s1
    7 | 4 | ? | -1% | -39% | ?
COc1cccc(OC)c1C(=O)Nc1nnc(-c2cccs2)s1
    2 | 1 | 0% | 21% | -30% | -1%

(listing goes on)
Every second line gives: CHX counter | Shiga toxin inh | Pf growth 48h | HCV inhibitor | Pf growth 96h | FBPA Giardia inh
COc1ccc(CC(=O)Nc2ccc3c(C)cc(=O)oc3c2)cc1OC
    -1 | 25 | 10% | ? | -12% | 4%
O=C(O)CC(Cc1ccc(Br)cc1)C(=O)Nc1ccccc1 (stereo not drawn)
    1 | 13 | -5% | 14% | ? | 12%
COc1ccc(OCC(O)CN2CCN(c3ccccc3)CC2)cc1 (stereo not drawn)
    -4 | 1 | 0% | 4% | -20% | -5%
O=S(=O)(NCC(O)COCc1ccco1)c1cccs1 (stereo not drawn)
    0 | 24 | 12% | 7% | -11% | -6%
CCOCCCNC(=O)CN1C(=O)COc2ccc(S(=O)(=O)N3CCCCCC3)cc21
    -5 | -11 | 19% | 0% | 4% | 8%
CCN1CCCC1CNC(=O)c1cc2ccc(OC)cc2[nH]1 (stereo not drawn)
    4 | 41 | 11% | -4% | 5% | -19%
COc1ccc(CCN(CC(=O)NC(C)(C)C)C(=O)Cn2nnc(-c3ccc(C)o3)n2)cc1OC
    9 | 23 | ? | -11% | ? | 5%
CCC(Oc1ccccc1)C(=O)Nc1ccc(S(=O)(=O)Nc2cc(C)on2)cc1 (stereo not drawn)
    -3 | -4 | 10% | -2% | 20% | 1%
CC(=O)N1c2ccc(S(=O)(=O)NCCc3ccccc3)cc2CC1C (stereo not drawn)
    9 | -4 | 0% | ? | 59%[activator] | 11%
Nc1nnc(CSCc2ccccc2)s1
    -2 | -2 | 23% | 11% | nt | -1%
Cc1nc2ccc(NC(=S)N3CCN(c4ccccn4)CC3)cc2nc1C
    -4 | -11 | 1% | -1% | ? | -7%
COC(=O)CSc1nnc(CNC(=O)c2ccco2)n1-c1ccc(F)cc1
    -3 | -30 | 15% | 21% | 250%[activator] | 2%
O=C1CC2(CCN(C(=O)C(=O)c3c[nH]c4ccccc34)CC2)Oc2ccccc21
    -3 | -6 | ? | 11% | ? | 3%
Cc1occc1C(=O)NC(C)C1CCCO1 (stereo not drawn)
    -5 | -9 | 13% | ? | nt | -6%
C/C(=N\OCc1ccccc1)c1c(O)cc(C(C)C)n(-c2ccccc2)c1=O
    1 | -6 | 10% | -23% | -22% | 10%
O=C1CCCc2nc3c(cc21)C(O)Oc1c-3ccc2ccccc12 (stereo not drawn)
    49* | 65* | 180%[activator] | -28% | i | 3%
CC1CCCC(C)N1CC(C)(C)NS(=O)(=O)c1ccc(Cl)cc1 (stereo not drawn)
    -3 | -9 | nt | 17% | 20% | -20%
CC1CC(C)CN(CCCNC(=O)CCNC(=O)Cn2cnc3ccccc3c2=O)C1 (stereo not drawn)
    -2 | 9 | 13% | 3% | -5% | 0%
CC(=O)N1CCSc2ccc(S(=O)(=O)NCCc3ccc(C)cc3)cc21
    3 | -5 | -5% | ? | ? | nt
CCc1ccc(NC(=O)CC2C(=O)NCCN2C(=O)c2ccccc2OC)cc1 (stereo not drawn)
    -1 | 12 | 8% | nt | ? | 10%

Source: PubChem BioAssay (National Center for Advancing Translational Sciences (NCATS))
